PHOSPHO1 block: PubChem AID 1565. inhibition, % at 13.3 µM. Phosphoethanolamine/phosphocholine phosphatase (Homo sapiens), Q8TCT1. actives 1.1% (n = 290,000). recombinant PHOSPHO1, absorbance phosphatase assay; in the data active means inhibition above about 60%
MEKK3 PB1 HTS: modulators of MEKK3-MEK5 PB1 binding, primary screen, biochemical, wildtype MEKK3, multiplex bead flow cytometry, Alexa488-MEK5 | binding response (% of control), % at 10 µM | bead-based flow cytometry, Alexa488-MEK5 binding to MEKK3; actives lie on both sides; 0 = blocked by unlabeled MEK5, 100 = vehicle | Mitogen-activated protein kinase kinase kinase 3 (Homo sapiens), Q99759 | actives 1.4% (n = 290,000);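 active means binding response more than 3 SD above or below the average of its plate-row segment, actives on both sides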;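 further: Alexa488 bead fluorescence after subtracting the streptavidin-only scavenger bead signal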
MEKK2mut PB1 HTS: MEK5 binding signal on mutant MEKK2 PB1, primary screen, biochemical, multiplex bead flow cytometry, Alexa488-MEK5; percent response, % at 10 µM; AID 1530, 2009; Alexa488-MEK5 binding to MEKK2 mutant; actives 0.35% (n = 290,000); in the data active means percent response above about 24%, passing the limit was not always enough; further: inactives centre near 1; some results filed as inactive read as strong as hits; reference of the scale not given here
MEKK2 WT-MEK5: modulators of MEK5 binding to wildtype MEKK2, primary screen, biochemical, multiplex bead flow cytometry, Alexa488-MEK5; Mitogen-activated protein kinase kinase kinase 2 (Homo sapiens), Q9Y2U5; Alexa488-MEK5 binding to MEKK2 WT; actives lie on both sides; binding response (% of control), % at 10 µM; actives 1.1% (n = 290,000); in the data active means binding response below about 67% or above about 130%
GalR3 antagonist: GalR3 antagonists in HEK293 cells, primary screen, cell-based, fluorescence readout; inhibition, % at 3 µM; AID 651719, 2012; HEK293 GalR3-CNG cAMP membrane potential fluorescence; galR3 body fused to GalR1 C-terminus; actives 0.44% (n = 360,000);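 active means inhibition above the screen-wide average plus 3 SD, cut at about 13% in these data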;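 further: forskolin and galanin both at EC90 stimulate the cells; cAMP rise reported by CNG channel membrane potential dye signal; 0% = forskolin plus galanin with DMSO and 100% = forskolin alone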
Target sequence (O60755 1-299 limits assumed): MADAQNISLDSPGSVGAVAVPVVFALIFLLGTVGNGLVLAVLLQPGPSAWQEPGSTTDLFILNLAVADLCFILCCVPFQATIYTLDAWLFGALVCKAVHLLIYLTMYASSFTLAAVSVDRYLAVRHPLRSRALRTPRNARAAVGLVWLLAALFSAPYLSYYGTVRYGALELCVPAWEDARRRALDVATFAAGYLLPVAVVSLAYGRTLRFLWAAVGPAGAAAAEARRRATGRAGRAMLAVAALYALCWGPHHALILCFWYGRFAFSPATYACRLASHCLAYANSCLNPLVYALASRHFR
V1aR counter: agonists of human V1a receptor, primary screen, counter-screen for OXTR agonist project, fluorescence, CHO-V1R cells | activation, % at 3 µM | Fluo-8 calcium fluorescence, agonist mode; 0% DMSO, 100% 3 nM vasopressin | actives 0.25% (n = 320,000) | AID 2797, 2010;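 active means activation above the mean activation of all tested compounds plus 3 SD, per screening run, cut at about 20% in these data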;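 further: signal is peak over basal fluorescence ratio across a 100 second FLIPR read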
NALP1 yeast inh: NALP1 inflammasome inhibitors in reconstituted yeast, colorimetric, S. cerevisiae, triplicate retest; inhibition, % at 10 µM; actives 0.61% (n = 280,000); S. cerevisiae NALP1/ASC/caspase-1 growth, X-gal OD620, 72 h; in the data active means inhibition mostly above about 24%, no sharp cut-off; inactive means mostly below about 32%; further: some compounds called inactive have numbers as strong as hits
OXTR ag: human OXTR agonists, primary screen, fluorescence, CHO-OTR cells, Fluo-8 calcium. actives 0.32% (n = 320,000). activation, % at 3 µM. Fluo-8 calcium fluorescence; normalized: DMSO 0%, oxytocin 100%;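 active means activation above the mean of all tested compounds plus 3 SD, cutoff set per screening run, cut at about 20% in these data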;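 further: peak over basal fluorescence ratio from a 100 s FLIPR kinetic read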
Target sequence (P30559 whole entry, looked up): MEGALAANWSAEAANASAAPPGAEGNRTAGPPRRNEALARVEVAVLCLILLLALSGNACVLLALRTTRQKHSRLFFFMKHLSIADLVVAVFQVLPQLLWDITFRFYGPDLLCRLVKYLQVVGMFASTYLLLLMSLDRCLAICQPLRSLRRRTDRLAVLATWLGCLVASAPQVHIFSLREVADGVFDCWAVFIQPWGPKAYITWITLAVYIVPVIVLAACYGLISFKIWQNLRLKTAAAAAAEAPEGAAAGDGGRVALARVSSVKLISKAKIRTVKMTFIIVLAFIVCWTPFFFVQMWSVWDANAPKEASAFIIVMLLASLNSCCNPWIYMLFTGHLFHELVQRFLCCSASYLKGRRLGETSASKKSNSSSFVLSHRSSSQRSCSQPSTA
GPR7 antag: GPR7 receptor antagonists, primary screen, cell-based, fluorescence, single concentration; GPR7-expressing cells, fluorescence antagonist assay; Neuropeptides B/W receptor type 1 (Homo sapiens), P48145; actives 1.1% (n = 290,000); inhibition, % at 4.4 µM; AID 1861, 2009; in the data active means inhibition above about 16%, passing the limit was not always enough;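 further: cells stimulated with the agonist NPW; 0% = agonist with vehicle and 100% = vehicle without agonist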
Target sequence (P48145 whole entry, looked up): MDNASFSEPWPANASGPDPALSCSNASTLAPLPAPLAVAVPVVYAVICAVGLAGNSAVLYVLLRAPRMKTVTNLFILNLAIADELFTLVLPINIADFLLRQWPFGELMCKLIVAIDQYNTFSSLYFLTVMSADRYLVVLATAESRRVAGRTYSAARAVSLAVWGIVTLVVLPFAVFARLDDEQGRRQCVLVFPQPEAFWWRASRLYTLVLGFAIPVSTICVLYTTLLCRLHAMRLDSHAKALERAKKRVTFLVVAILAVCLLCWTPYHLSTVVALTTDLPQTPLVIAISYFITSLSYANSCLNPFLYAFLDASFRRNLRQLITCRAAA
Numbers without * were called inactive; nt = not tested or not shown; [ ] = another dose, or the depositor's remark.

SMILES	PHOSPHO1 block	MEKK3 PB1 HTS	MEKK2mut PB1 HTS	MEKK2 WT-MEK5	GalR3 antagonist	V1aR counter	NALP1 yeast inh	OXTR ag	GPR7 antag
COC(=O)c1nn(-c2ccccc2)c(Sc2ccc(C)cc2)c1/C=N/O	27	99	-8	96	-2	nt	5	nt	-10
CCCn1nnnc1NCc1c(Cl)cccc1Cl	12	101	-9	92	0	-0.8	4	-0.8	-6
COc1cc(S(=O)(=O)N2CCOCC2)ccc1NC(=O)CN1c2cccc3cccc(c23)S1(=O)=O	11	102	0	96	-3	2.2	23	-0.3	-8
C=CCN(CC=C)Cc1c(O)ccc2c(=O)c(-c3ccccc3)coc12	19	94	4	96	-4	-0.9	-2	-1.4	-6
Cc1cccnc1NC(=O)CCNS(=O)(=O)c1ccc2c(c1)c(=O)n(C)c(=O)n2C	-5	99	-8	89	-5	-0.5	13	0.8	-20
CCOc1ccc(-n2c(C)c(C(C)=O)c3cc(O)ccc32)cc1	30	95	0	92	-6	0.0	6	-0.5	-5
Cc1ccc(C(=O)NCCCNC(=O)COc2ccccc2Cl)cn1	45	100	1	102	-8	0.4	-2	1.6	-12
CCn1cnc2c1c(=O)n(CC(=O)Nc1ccc(C(N)=O)cc1)c(=O)n2Cc1ccccc1	5	107	7	105	-6	0.7	nt	0.3	-14
CC1Cc2ccccc2N1Cc1cccc(S(=O)(=O)N(C)C)c1 (configuration not stated)	20	103	1	105	-13	2.9	17	7.0	-5
COc1cc(C(=O)N2CCC(NC(=O)C(Cc3ccc(C)cc3)NC(C)=O)CC2)cc(OC)c1OC (configuration not stated)	31	102	5	104	-6	-0.1	22	0.2	2
CC(=O)Oc1ccc(C(=O)Nc2ccc(S(=O)(=O)N3CCOCC3)cc2)cc1	29	107	7	111	-3	1.9	12	2.6	-4
CN(Cc1ccon1)C(=O)C1CCC(=O)N(Cc2ccc(Cl)cc2)C1 (configuration not stated)	27	109	15	112	0	0.3	-3	-0.6	-6
Nc1ccc(Nc2ccccc2)c(S(=O)(=O)O)c1	33	97	3	100	4	2.0	7	1.6	-7
CCCNC(=O)c1ccc(N2CCC3(CC2)CC(c2cccc(Br)c2)=NO3)c([N+](=O)[O-])c1	15	100	-10	92	-10	4.8	30	4.0	27
CC(C)Cc1c(O)nc(SCC(=O)N2CCCCCC2)[nH]c1=O	32	101	2	99	-5	-0.6	-2	8.0	-3
COc1ccc2c(c1)c1nnc(SCC(=O)N3C(C)CCCC3C)nc1n2C (configuration not stated)	3	101	1	103	1	-1.3	1	-1.8	2
Cc1cc(O)ccc1NC(=O)CCN1C(=O)c2ccc([N+](=O)[O-])cc2C1=O	-27	98	-2	97	-2	0.5	14	1.4	-3
COc1ccc(-c2noc(CN3CCCCC3)n2)cc1OC	-16	101	4	100	2	0.2	-10	0.5	6
COc1ccc(CCNc2ccc(C(CC(N)=O)NC(=O)c3ccc(Br)cc3)cc2[N+](=O)[O-])cc1 (configuration not stated)	2	93	0	101	-3	0.3	nt	0.8	nt
O=c1c2ccccc2oc2nc(-c3ccco3)n(Cc3ccccc3)c(=O)c12	11	98	2	103	-3	-1.2	20	-2.0	-7
CCCCN(CCCC)C(=O)C1(P(=O)(c2ccccc2)c2ccccc2)CCC1	41	107	13	103	-4	-1.8	nt	-2.6	-4
Cc1c(C(=O)N(Cc2cccc(Br)c2)C2CCS(=O)(=O)C2)oc2ccccc12 (configuration not stated)	32	100	-1	97	1	1.9	-2	0.5	-9
S=c1[nH]cnc2sc(-c3ccccc3)cc12	-5	101	1	97	7	3.2	32	4.0	-7
O=C(Cn1c2c(c(=O)n3ncnc13)CCC2)N/N=C/c1ccc(Cl)cc1	18	48*[inhibitor]	-19	54	1	0.6	nt	1.4	6
CCOc1cc2[nH]c(=O)n(CCCC(=O)NCc3ccco3)c(=O)c2cc1OCC	23	109	4	109	4	-0.3	13	-0.8	-1

Continued.
SMILES	PHOSPHO1 block	MEKK3 PB1 HTS	MEKK2mut PB1 HTS	MEKK2 WT-MEK5	GalR3 antagonist	V1aR counter	NALP1 yeast inh	OXTR ag	GPR7 antag
Cc1ccc(C(OCC(O)CNCc2ccc(F)cc2)c2ccccc2)cc1 (configuration not stated)	10	102	10	130	-8	12	22	13	41*
Cc1ccc2nc(N3CC(=O)Nc4ccccc43)nc(-c3ccccc3)c2c1	-14	108	14	119	1	-0.4	33	-0.4	-5
CCNC(=O)N1CCC(c2nc3ccccc3s2)CC1	24	100	7	100	-11	3.9	18	2.0	-1
CCC(=O)Nc1nc(C)c(Oc2ccccc2)c(=O)[nH]1	-13	108	11	106	3	-0.5	21	0.7	-1
COc1ccc(CCNc2cc(=O)[nH]c(N)n2)cc1	29	100	8	105	nt	-0.1	34	0.4	-4
COC(=O)c1ccccc1NC(=O)Nc1ccc(C(=O)N2CCCC2)cc1	29	100	2	101	-7	0.1	11	0.7	-12
CCN1C(=NCc2ccccc2)N[C@@H](c2ccccc2)[C@H](C(=O)OC)[C@H]1C	0	101	-6	94	-10	0.3	6	1.0	12
COc1ccc(-c2nnc3sc(COc4ccc(C)cc4)nn23)cc1	27	103	4	103	5	0.2	-7	-1.1	-2
CCc1cc2cc3c(cc2nc1SCC(=O)Nc1nnc(C)s1)OCCO3	-22	105	4	106	-5	-1.3	26	-1.8	4
CC(=O)NC1=NN(C(C)=O)C(C)(c2ccccn2)S1 (configuration not stated)	24	101	-8	86	-5	-0.2	4	2.3	2
CCNc1nc(Oc2ccc(=O)n(-c3ccccc3)n2)nc(N2CCOCC2)n1	15	103	6	104	0	0.5	nt	0.7	-15
Cc1ccc(CNC(=O)/C=C/c2cccs2)cc1	-11	88	-3	90	-4	-0.9	20	-2.6	4
COc1ccc(NCc2nc3ccccc3n2C)cc1	24	99	12	106	-6	0.8	2	0.5	7
Cc1c(Br)c([N+](=O)[O-])nn1CCCC(=O)NC(C)c1ccccc1 (configuration not stated)	23	105	4	103	-2	1.4	5	-0.6	-11
O=C(c1cc(Cl)cc(Cl)c1)N1CCOCC1	-32	104	4	101	-7	0.4	14	-0.1	-5
Cc1ccc(-n2nc3c(=O)n(CC(=O)NCCCc4ccccc4)nc(C)c3c2C)cc1	38	101	-3	96	-9	-0.9	14	-2.4	-23
Cc1cc(C)cc(C(=O)NCC(=O)NCc2ccc(S(N)(=O)=O)cc2)c1	-2	97	1	97	-10	nt	2	nt	-2
COC(=O)c1c(-c2ccccc2Cl)noc1/C=C/N(C)C	40	97	-10	92	-8	0.4	-1	0.9	-9
CC(=O)Nc1ccc2nc(NC(=O)COc3ccc([N+](=O)[O-])cc3)sc2c1	25	108	4	95	-1	2.0	25	2.9	1
COc1ccc(C(=O)N(CC(=O)Nc2sc(C)c(C)c2C(N)=O)C2CCCC2)cc1	-8	99	-2	102	-9	2.2	15	6.7	0
Cc1ccc2c(c1)c(C)c(C)n2CC(O)Cn1nnc2ccccc21 (configuration not stated)	14	103	0	101	-4	1.2	7	1.3	-6
CN1CCc2c(c3c(n2C)CCN(C)C3c2ccc(F)cc2)C1c1ccc(F)cc1 (configuration not stated)	23	nt	nt	nt	-3	-0.3	2	-1.4	4
Cc1cc(C(=O)OCC(=O)c2c(N)n(C)c(=O)n(C)c2=O)c(C)n1-c1ccccc1	10	103	13	106	1	1.8	5	1.1	9
CCc1ccc(C(=O)NNC(=O)c2ccc3c(=O)n4c(nc3c2)CCC4)cc1	22	96	4	96	-3	-0.1	3	-0.5	-6
C=CCn1c(=S)[nH]c2scc(-c3cccs3)c2c1=O	40	96	-4	96	-2	nt	-6	nt	-14

Entries of single compounds from above. Order of screens: PHOSPHO1 block | MEKK3 PB1 HTS | MEKK2mut PB1 HTS | MEKK2 WT-MEK5 | GalR3 antagonist | V1aR counter | NALP1 yeast inh | OXTR ag | GPR7 antag
O=C(c1cc(Cl)cc(Cl)c1)N1CCOCC1 in the list: -32 | 104 | 4 | 101 | -7 | 0.4 | 14 | -0.1 | -5
CCNc1nc(Oc2ccc(=O)n(-c3ccccc3)n2)nc(N2CCOCC2)n1 in the list: 15 | 103 | 6 | 104 | 0 | 0.5 | nt | 0.7 | -15
CC(=O)Nc1ccc2nc(NC(=O)COc3ccc([N+](=O)[O-])cc3)sc2c1 in the list: 25 | 108 | 4 | 95 | -1 | 2.0 | 25 | 2.9 | 1

Next records:
SMILES	PHOSPHO1 block	MEKK3 PB1 HTS	MEKK2mut PB1 HTS	MEKK2 WT-MEK5	GalR3 antagonist	V1aR counter	NALP1 yeast inh	OXTR ag	GPR7 antag
COc1ccc(NN=Nc2ccc([N+](=O)[O-])cc2)cc1	24	102	5	103	-3	nt	27	nt	-1
CC(=O)Nc1cccc(OCCCNC(=O)c2ccc(F)cc2)c1	16	106	8	107	0	1.4	31	-0.1	-9
CN1CCN(c2nc(-c3ccc(Cl)c(Cl)c3)nc3ccccc23)CC1	9	103	10	125	nt	0.0	13	1.1	20
CCOc1ccccc1CNS(=O)(=O)c1cnc[nH]1	18	95	-5	92	-1	0.0	4	-0.5	-8
COCCN(C(=O)COC(=O)/C=C/c1ccc(C)o1)c1c(N)n(Cc2ccccc2)c(=O)[nH]c1=O	23	99	5	102	-3	0.6	-4	1.0	-14
Cc1nn(C)cc1C1C2=C(CC(C)(C)CC2=O)OC2=C1C(=O)CC(C)(C)C2	36	100	0	102	-2	0.6	7	1.2	7
O=C(CN1CCc2ccccc2C1)N1CCN(S(=O)(=O)c2ccccc2)CC1	0	100	2	102	-2	-0.2	34	-0.4	-8
O=C(Cc1cccc2ccccc12)Nc1ccc(OC(F)F)c(Cl)c1	0	109	2	134	-2	1.9	21	0.5	0

Filtered by structure, the compounds so far containing a Cl atom
SMILES	PHOSPHO1 block	MEKK3 PB1 HTS	MEKK2mut PB1 HTS	MEKK2 WT-MEK5	GalR3 antagonist	V1aR counter	NALP1 yeast inh	OXTR ag	GPR7 antag
CCCn1nnnc1NCc1c(Cl)cccc1Cl	12	101	-9	92	0	-0.8	4	-0.8	-6
Cc1ccc(C(=O)NCCCNC(=O)COc2ccccc2Cl)cn1	45	100	1	102	-8	0.4	-2	1.6	-12
CN(Cc1ccon1)C(=O)C1CCC(=O)N(Cc2ccc(Cl)cc2)C1 (configuration not stated)	27	109	15	112	0	0.3	-3	-0.6	-6
O=C(Cn1c2c(c(=O)n3ncnc13)CCC2)N/N=C/c1ccc(Cl)cc1	18	48*[inhibitor]	-19	54	1	0.6	nt	1.4	6
O=C(c1cc(Cl)cc(Cl)c1)N1CCOCC1	-32	104	4	101	-7	0.4	14	-0.1	-5
COC(=O)c1c(-c2ccccc2Cl)noc1/C=C/N(C)C	40	97	-10	92	-8	0.4	-1	0.9	-9
CN1CCN(c2nc(-c3ccc(Cl)c(Cl)c3)nc3ccccc23)CC1	9	103	10	125	nt	0.0	13	1.1	20
O=C(Cc1cccc2ccccc12)Nc1ccc(OC(F)F)c(Cl)c1	0	109	2	134	-2	1.9	21	0.5	0

Screening results: PubChem BioAssay, several laboratories
